Ba/F3 V617F tox: reduced viability of JAK2V617F-dependent Ba/F3 cells, primary screen, JAK2V617F inhibitor project, cell-based, Ba/F3 EpoR-JAK2V617F, luminescence. ATP luminescence. actives 1.1% (n = 220,000). inhibition, % at 5.6 µM;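 active means inhibition above the campaign mean plus 3 SD over all tested compounds, cut at about 24% in these data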;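 further: cytokine-independent growth of Ba/F3 cells driven by EpoR plus mutant JAK2; 0% = DMSO-treated cells and 100% = JAK inhibitor I control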
BaF3 tox: parental Ba/F3 cell viability inhibition, counter-screen for JAK2V617F inhibitor project, murine pro-B, CellTiter-Glo luminescence; CellTiter-Glo ATP luminescence; inhibition, % at 5.6 µM; actives 1.1% (n = 220,000); AID 1486, 2009;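 active means inhibition above a per-campaign cutoff, the mean inhibition of all tested compounds plus 3 SD, cut at about 27% in these data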;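 further: 0% = DMSO wells and 100% = JAK Inhibitor I control wells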
NPY Y1 blocker: NPY-Y1 receptor antagonists, primary screen, cell-based; Neuropeptide Y receptor type 1 (Homo sapiens), P25929; HEK293-CNG Y1 cells, membrane potential fluorescence; NPY at EC95, then isoproterenol; inhibition, % at 3.6 µM; actives 1% (n = 200,000); AID 1040, 2008;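 active means inhibition above the campaign mean inhibition of all tested compounds plus 3 SD, cut at about 20% in these data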;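 further: 0% = DMSO wells given NPY plus isoproterenol and 100% = isoproterenol alone without NPY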
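Assay system: HEK293 cells with Y1 receptor plus CNG channel | Probe or stimulus: NPY (25 nM), isoproterenol (1 µM), Ro 20-1724 (25 µM) | Timing: Compound incubation 1 h at room temperature, readout 45 min post-stimulation | Measured by: Membrane-potential fluorescent dye readout | Benchmarks: High control isoproterenol alone, low control NPY with isoproterenol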
S1P4 agonist: S1P4 receptor agonists, primary screen, cell-based; Sphingosine 1-phosphate receptor 4 (Homo sapiens), O95977; S1P4-expressing cell line, agonist reporter assay; activation, % at 4.98 µM; actives 0.35% (n = 220,000); AID 1509, 2009; in the data active means activation above about 11%;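 further: 0% = DMSO vehicle and 100% = reference agonist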
NPY-Y1 PAM-ag: NPY-Y1 receptor potentiators or agonists, primary screen, cell-based; Neuropeptide Y receptor type 1 (Homo sapiens), P25929; NPY-Y1 expressing cells, potentiator/agonist activation; activation, % at 3.6 µM; actives 0.37% (n = 220,000); AID 1304, 2008; in the data active means activation above about 33%, passing the limit was not always enough;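 further: cells stimulated with NPY at EC10 then isoproterenol at EC100; 0% = low agonist plus stimulus and 100% = saturating agonist plus stimulus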
Runt-CBFb FRET: inhibitors of RUNX1 Runt–CBFb binding, primary screen, biochemical, FRET, Cerulean-Runt, Venus-CBFb, uHTS. AID 1496, 2009. Cerulean-Runt/Venus-CBFb FRET ratio 530/480, 1 h. inhibition, % at 20 µM. Runt-related transcription factor 1 (Homo sapiens) + Core-binding factor subunit beta …. actives 0.46% (n = 220,000);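 active means inhibition over about 50% at 20 µM in the single-dose screen, limit read from the data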;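 further: 0% = DMSO wells and 100% = excess unlabeled CBFb competitor control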
Target sequence (Q01196 whole entry, looked up): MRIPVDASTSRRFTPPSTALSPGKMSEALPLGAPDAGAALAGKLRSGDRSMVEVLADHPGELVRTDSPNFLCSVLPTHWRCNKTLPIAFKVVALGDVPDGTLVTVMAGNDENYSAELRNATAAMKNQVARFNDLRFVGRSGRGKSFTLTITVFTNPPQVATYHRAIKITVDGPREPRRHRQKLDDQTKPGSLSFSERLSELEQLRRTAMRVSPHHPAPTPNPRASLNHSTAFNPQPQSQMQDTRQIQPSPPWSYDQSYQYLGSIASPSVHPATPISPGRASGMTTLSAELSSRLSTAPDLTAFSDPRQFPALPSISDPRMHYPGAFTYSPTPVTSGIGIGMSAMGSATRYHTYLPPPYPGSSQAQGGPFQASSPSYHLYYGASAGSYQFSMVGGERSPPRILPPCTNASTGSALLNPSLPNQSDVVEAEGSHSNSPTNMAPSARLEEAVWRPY
Target sequence (Q13951 whole entry, looked up): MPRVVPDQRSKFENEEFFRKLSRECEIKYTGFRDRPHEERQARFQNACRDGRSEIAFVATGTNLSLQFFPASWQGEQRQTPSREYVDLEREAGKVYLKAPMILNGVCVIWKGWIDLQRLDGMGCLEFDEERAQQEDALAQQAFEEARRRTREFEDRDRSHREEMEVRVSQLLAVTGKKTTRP
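test system = Cerulean-Runt domain fusion protein, energy donor | probe or stimulus = Venus-CBFb binding partner, 100 nM | incubation = two 1 h room-temperature incubations shielded from light | detection = fluorescence energy transfer, 422 nm excitation, 530/480 nm emission | measure = loss of energy transfer signal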
S1P4 antag: S1P4 receptor antagonists, primary screen, cell-based; Sphingosine 1-phosphate receptor 4 (Homo sapiens), O95977; S1P4-expressing cells, antagonist mode, reporter read-out; inhibition, % at 4.98 µM; actives 0.26% (n = 220,000); AID 1510, 2009; in the data active means inhibition above about 29%;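 further: 0% = wells stimulated with agonist and 100% = vehicle wells without agonist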
RBBP9 inhibitor: human RBBP9 inhibitors, primary screen, biochemical, fluorescence polarization, FP-Rh probe, HTS | inhibition, % at 7.94 µM | Serine hydrolase RBBP9 (Homo sapiens), O75884 | AID 1515, 2009 | recombinant RBBP9 | actives 0.2% (n = 220,000);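 active means inhibition above the campaign mean of all tested compounds plus 3 SD, cut at about 14% in these data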;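 further: plate controls were DMSO wells with RBBP9 for no effect and wells lacking RBBP9 protein for full effect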
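Test system – recombinant human RBBP9 · Input – RBBP9 2.5 µM in dispensing solution, pre-mixing · Medium – Tris buffer pH 8.0, NaCl, Pluronic · Schedule – preincubation 30 min plus labeling 45 min at 25 °C · Measured by – fluorescence polarization · Measure – % inhibition · Controls – DMSO and no-protein wells · Replicates – one well per compound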
NPY-Y2 PAM-ag: NPY-Y2 potentiators or agonists, primary screen, cell-based; Neuropeptide Y receptor type 2 (Homo sapiens), P49146; cells expressing NPY-Y2, potentiator/agonist read-out; activation, % at 3.6 µM; actives 0.45% (n = 220,000); in the data active means activation above about 27%;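 further: cells stimulated with NPY near EC25 plus isoproterenol at EC100; 0% = vehicle plus submaximal agonist and 100% = vehicle plus saturating agonist; some results beyond the cut were filed as inactive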
Target sequence (P49146 whole entry, looked up): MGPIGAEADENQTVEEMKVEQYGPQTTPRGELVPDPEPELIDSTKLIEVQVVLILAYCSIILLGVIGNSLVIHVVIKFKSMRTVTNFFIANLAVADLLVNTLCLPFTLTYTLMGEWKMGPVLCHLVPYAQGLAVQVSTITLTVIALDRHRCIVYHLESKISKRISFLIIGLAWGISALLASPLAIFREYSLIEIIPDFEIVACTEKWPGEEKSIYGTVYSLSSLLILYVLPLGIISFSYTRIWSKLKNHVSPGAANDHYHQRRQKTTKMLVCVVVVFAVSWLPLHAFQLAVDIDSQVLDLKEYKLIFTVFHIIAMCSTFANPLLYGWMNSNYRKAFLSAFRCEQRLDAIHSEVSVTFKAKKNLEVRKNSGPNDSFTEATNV
The depositor's hits bear a star; . = no result given.

The opening 7 entries as a preview:
SMILES	Ba/F3 V617F tox	BaF3 tox	NPY Y1 blocker	S1P4 agonist	NPY-Y1 PAM-ag	Runt-CBFb FRET	S1P4 antag	RBBP9 inhibitor	NPY-Y2 PAM-ag
COc1cc(-c2nnc3sc(-c4ccco4)nn23)cc(OC)c1OC	0.7	7.5	-1.7	-0.5	6.4	-0.9	-6.8	-11.1	10.3
COC(=O)c1c(NC(=O)CN2C(=O)c3ccccc3C2=O)sc(Cc2ccc3c(c2)OCO3)c1C	-1.6	3.6	4.1	1.8	-7.2	-5.4	1.5	-3.1	2.0
Cc1cc(NCCCn2ccnc2)n2nc(-c3ccc(Cl)cc3)cc2n1	6.2	6.5	-3.5	-1.1	9.4	-2.1	-13.1	-4.8	17.2
CCOc1ccccc1NC(=O)CSc1nnc(-c2ccco2)o1	-4.0	-0.5	20.1	0.1	-7.2	-0.2	-4.5	-4.3	1.0
O=c1[nH]c(C2CCCCC2)nc2ccccc12	1.3	6.9	8.4	1.1	-5.6	-0.6	12.7	-1.1	4.8
O=C(Cc1ccc([N+](=O)[O-])cc1)c1c(O)cc(O)cc1O	-0.2	0.0	.	0.5	2.7	0.7	7.8	-8.5	12.1
Cc1ccccc1-n1c(SCC(=O)N(C)C2CCS(=O)(=O)C2)nnc1-c1ccncc1 (centres undefined)	-0.2	4.4	-2.5	1.4	12.0	1.1	2.1	-11.4	4.5

This part in full, previewed entries included:
SMILES	Ba/F3 V617F tox	BaF3 tox	NPY Y1 blocker	S1P4 agonist	NPY-Y1 PAM-ag	Runt-CBFb FRET	S1P4 antag	RBBP9 inhibitor	NPY-Y2 PAM-ag
COc1cc(-c2nnc3sc(-c4ccco4)nn23)cc(OC)c1OC	0.7	7.5	-1.7	-0.5	6.4	-0.9	-6.8	-11.1	10.3
COC(=O)c1c(NC(=O)CN2C(=O)c3ccccc3C2=O)sc(Cc2ccc3c(c2)OCO3)c1C	-1.6	3.6	4.1	1.8	-7.2	-5.4	1.5	-3.1	2.0
Cc1cc(NCCCn2ccnc2)n2nc(-c3ccc(Cl)cc3)cc2n1	6.2	6.5	-3.5	-1.1	9.4	-2.1	-13.1	-4.8	17.2
CCOc1ccccc1NC(=O)CSc1nnc(-c2ccco2)o1	-4.0	-0.5	20.1	0.1	-7.2	-0.2	-4.5	-4.3	1.0
O=c1[nH]c(C2CCCCC2)nc2ccccc12	1.3	6.9	8.4	1.1	-5.6	-0.6	12.7	-1.1	4.8
O=C(Cc1ccc([N+](=O)[O-])cc1)c1c(O)cc(O)cc1O	-0.2	0.0	.	0.5	2.7	0.7	7.8	-8.5	12.1
Cc1ccccc1-n1c(SCC(=O)N(C)C2CCS(=O)(=O)C2)nnc1-c1ccncc1 (centres undefined)	-0.2	4.4	-2.5	1.4	12.0	1.1	2.1	-11.4	4.5
COc1ccc(/C=N/NC(=O)c2cc(Br)ccc2O)cc1Cn1cc(Cl)cn1	1.1	10.0	5.4	0.9	-18.4	-2.5	-19.8	-1.2	-9.7
CC(=O)/C=C(\C)N=Nc1c(O)[nH]c2ccccc12	-0.1	-0.2	.	-0.1	26.3	-5.3	-2.7	-3.8	16.4
COc1ccccc1CN1CN(S(=O)(=O)c2ccccc2)c2nc3ccccc3nc21	4.0	-1.6	.	-0.2	-13.3	2.5	-10.1	-0.5	-9.4
CC(C)(C)NC(=O)/C(=C/c1ccccc1F)NC(=O)c1ccc([N+](=O)[O-])cc1	1.5	6.3	4.5	-0.1	8.2	0.4	24.3	-3.1	-12.6
O=c1c2ccccc2nc2n1C(CBr)CS2 (centres undefined)	4.5	8.9	1.7	-3.4	17.5	11.7	-2.7	2.0	2.4
CNC(=S)N(Cc1cccs1)Cc1cc2ccc(OC)cc2[nH]c1=O	-3.8	3.0	-3.1	-0.5	-5.3	1.6	-17.4	1.9	19.7
CC1CN(c2nc3ccccc3nc2C(C#N)C(=O)OC2CCCCC2)CC(C)O1 (centres undefined)	3.8	9.1	5.7	-2.4	-2.8	-17.3	-7.9	0.4	-6.0
CC(CCn1cccn1)NC(=O)c1cc(COc2ccc(F)cc2Cl)on1 (centres undefined)	-3.7	1.5	0.7	-2.3	9.0	-0.1	-6.1	-0.8	-14.4
COc1cccc(CC(=O)Nc2nc3c(s2)C(=O)CC(C)(C)C3)c1	1.0	1.9	4.1	-0.5	-9.3	-0.8	-23.1	-7.7	-5.5
C=CCc1cc(Cl)ccc1OCCOCCNCCOC	-0.8	9.2	-2.7	0.2	-2.5	-0.8	0.6	0.0	6.9
CCN1C(=O)CSc2ccc(C(=O)NCc3ccccc3OC)cc21	2.1	5.2	-0.6	-3.9	15.2	-2.1	-15.7	-3.6	-15.4
Cc1ccccc1C(=O)Nc1ccc(N2CCCCCC2)cc1	-0.2	8.0	1.9	4.1	15.3	18.3	-3.0	-6.0	2.3
Cc1cc(C)nc(N2CCCC(C(=O)NCc3ccccc3)C2)n1 (centres undefined)	-4.4	2.0	-0.3	1.0	23.9	-8.7	1.3	3.2	5.0
CCOC(=O)C1(Cc2cccc(OC)c2)CCN(Cc2cc(OC)ccc2OC)CC1	-3.9	5.0	19.9	0.7	-10.1	-0.3	15.0	-8.4	-8.3
Cc1nn(C)c(C)c1NC(=O)CCCSc1nc(-c2ccco2)cc(C(F)(F)F)n1	-5.5	1.9	-2.0	1.9	-14.9	-6.7	-12.2	0.7	1.7
NCCCCCc1nnc(SC/C=C/c2ccccc2)o1	-3.0	-0.5	2.8	0.6	-3.7	2.3	4.7	1.8	6.0
Cc1ccc2nc(C)c3c(c2c1)COC3	4.2	5.1	3.2	1.3	-16.7	-0.2	2.7	-3.1	-4.6
Cc1c(C(=O)N2CCN(c3ccccc3F)CC2)sc2ncn(CC(=O)N3CCOCC3)c(=O)c12	-2.7	2.8	6.9	2.4	10.9	-0.9	-13.5	2.8	2.9
CC(=O)N/N=C/c1cc(C(C)C)cc(/C=N/NC(C)=O)c1O	0.7	6.4	-0.6	1.8	12.3	-81.6	-1.1	0.9	6.7
CC(C)C(NC(=O)CSCc1ccc([N+](=O)[O-])cc1)C(C)C	-3.9	6.0	3.5	-4.7	-9.5	-5.5	4.0	3.0	-12.2
Cc1cc(C(=O)CN2C(=O)NC(c3ccccc3)(c3ccccc3)C2=O)c(C)n1Cc1ccccc1	-0.8	8.5	-2.7	-0.2	-13.7	0.3	4.5	-12.9	0.8
N#C/C(=C\c1ccc(-c2ccc(C(=O)O)cc2)o1)C(=O)NCC1CCCO1 (centres undefined)	-0.9	3.6	5.1	0.8	-5.6	14.2	-7.3	-3.5	13.2
COCCn1c(SCc2cc(=O)n3ccsc3n2)nnc1-c1ccncc1	-0.9	-0.9	3.5	0.3	13.9	-0.9	-1.8	1.1	-6.4
O=C(O)c1ccc(N2C(=O)CC(SC(=NCc3ccc4c(c3)OCO4)Nc3ccccc3)C2=O)cc1 (centres undefined)	-3.7	-1.2	.	0.3	0.5	0.7	-3.5	-11.6	-18.3
O=C(COc1ccccc1)Nc1ccc2[nH]c(=O)[nH]c2c1	1.4	8.0	-3.5	0.4	14.7	0.0	-9.8	2.8	-15.4
CC(c1nnc(SCC(=O)Nc2cccnc2Cl)n1Cc1ccccc1)N(C)C (centres undefined)	1.9	5.4	0.5	-0.4	-0.3	3.7	-5.0	-6.4	-6.0
O=C(CSc1nnnn1C1CCCC1)NCc1ccccc1	-3.6	-2.6	7.0	0.5	10.7	.	-4.6	-5.4	-0.1
CCOC(=O)CCC(NC(=O)CCCC(=O)NC(CCC(=O)OCC)C(=O)OCC)C(=O)OCC (centres undefined)	-1.6	4.1	-4.2	-0.1	4.2	1.4	-9.7	-8.9	9.8
COc1ccc(Nc2nc(N)nc(CN3CCC(C)CC3)n2)cc1	0.4	3.3	8.3	0.7	7.7	-0.2	-11.9	0.2	1.5
Cn1c(S(=O)(=O)O)nc2ccccc21	1.1	-0.7	.	0.5	-11.5	-0.2	-7.3	-9.3	-21.7
COC(=O)C(NC(C)=O)(Nc1cc(C)ccn1)C(F)(F)F (centres undefined)	-0.1	1.9	.	-0.8	1.5	-2.2	-12.1	-7.8	-5.2
Cc1ccc(C(=O)NCCn2ccc3ccccc32)cc1[N+](=O)[O-]	-2.0	4.1	6.7	1.2	6.9	2.3	-18.2	-8.4	2.4
CCCC(=O)Nc1nnc(-c2ccc3c(c2)OCCO3)o1	3.6	10.4	10.1	-0.8	-6.8	-0.3	-7.1	-4.0	-9.4
O=C(O)CCCCCNC(=O)c1ccncc1	3.0	5.2	-0.3	-0.1	-10.7	-0.1	-3.4	-6.9	-17.6
COc1ccc(NC(=O)Cn2c(=O)n(-c3ccc(OC)cc3OC)c(=O)c3c(C)c(C)sc32)cc1	1.1	7.5	-7.2	1.3	18.6	-1.3	-14.6	-8.3	5.2
S=C(Nc1ccccc1)N1CCOCCOCCN(C(=S)Nc2ccccc2)CCOCCOCC1	-1.4	4.3	.	-1.0	-24.2	-0.1	1.2	-4.1	-10.2
c1ccc2c3c([nH]c2c1)C(C1CCCCC1)N(Cc1ncc[nH]1)CC3 (centres undefined)	0.6	6.8	3.8	0.1	6.0	-2.5	-4.2	2.1	-0.6
O=C(CCCc1nc2ccccc2s1)Nc1ccccc1	0.4	5.1	8.6	-0.6	-0.6	0.6	-14.3	-1.8	-11.0
O=C(CSc1nnc(-c2ccc3c(c2)OCO3)o1)Nc1ncc(C(F)(F)F)cc1Cl	-3.5	2.2	-4.1	0.9	-3.4	14.5	-5.0	-5.3	-4.6
Cc1[nH]c2ccccc2c1C(=O)C(=O)NCc1cccs1	-1.8	-2.5	-9.4	-0.5	-6.1	-1.2	-13.0	-3.6	11.6

Compounds were not picked by outcome, and some 3.6% of all compounds hit somewhere here.
